# TLR4-MyD88 BLA = inhibitors of human TLR4-MyD88 binding; O00206+Q99836; HeLa CL3-4 TLR4/MyD88 BLA complementation, FRET ratio; inhibition, % at 8.4 µM; 0.18% of 200,000 active; AID 861; in the data active means inhibition above about 25%;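 further: 0% = vehicle and 100% = reference inhibitor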
# Target sequence (O00206 whole entry, looked up): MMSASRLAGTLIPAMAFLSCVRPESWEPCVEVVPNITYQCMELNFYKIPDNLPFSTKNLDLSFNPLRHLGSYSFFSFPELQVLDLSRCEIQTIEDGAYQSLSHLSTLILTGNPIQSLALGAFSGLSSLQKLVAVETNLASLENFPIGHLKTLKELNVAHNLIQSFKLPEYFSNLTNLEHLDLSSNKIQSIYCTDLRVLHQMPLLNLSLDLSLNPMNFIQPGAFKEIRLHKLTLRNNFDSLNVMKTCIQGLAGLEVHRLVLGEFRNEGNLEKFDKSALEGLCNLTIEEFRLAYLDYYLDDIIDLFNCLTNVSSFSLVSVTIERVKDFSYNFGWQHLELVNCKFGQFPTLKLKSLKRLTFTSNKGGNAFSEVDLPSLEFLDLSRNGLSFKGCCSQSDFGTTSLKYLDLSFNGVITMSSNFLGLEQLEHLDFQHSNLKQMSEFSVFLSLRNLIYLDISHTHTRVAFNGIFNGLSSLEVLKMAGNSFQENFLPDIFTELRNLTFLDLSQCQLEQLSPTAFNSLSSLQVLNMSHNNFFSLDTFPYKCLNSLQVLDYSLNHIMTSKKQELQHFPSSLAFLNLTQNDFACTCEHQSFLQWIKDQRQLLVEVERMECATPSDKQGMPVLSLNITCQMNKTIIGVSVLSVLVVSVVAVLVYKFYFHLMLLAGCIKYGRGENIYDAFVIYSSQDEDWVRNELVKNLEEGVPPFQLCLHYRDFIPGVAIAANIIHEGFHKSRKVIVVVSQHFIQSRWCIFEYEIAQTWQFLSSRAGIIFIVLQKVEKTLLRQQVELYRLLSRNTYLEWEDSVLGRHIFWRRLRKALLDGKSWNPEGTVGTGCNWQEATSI
# Target sequence (Q99836 whole entry, looked up): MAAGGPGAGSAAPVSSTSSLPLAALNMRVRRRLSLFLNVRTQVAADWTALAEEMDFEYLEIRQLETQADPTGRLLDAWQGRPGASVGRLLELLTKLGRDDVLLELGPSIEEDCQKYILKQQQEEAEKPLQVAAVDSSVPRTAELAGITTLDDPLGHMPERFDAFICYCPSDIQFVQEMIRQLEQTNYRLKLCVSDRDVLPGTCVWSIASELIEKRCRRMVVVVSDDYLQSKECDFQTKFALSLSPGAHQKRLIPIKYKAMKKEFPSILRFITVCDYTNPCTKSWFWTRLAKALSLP
# APP 5'UTR act = APP 5'UTR luciferase reporter activation | SH-SY5Y APP 5'UTR luciferase reporter, luminescence; zero percent = DMSO vehicle wells | activation, % at 2 µM | 1% of 190,000 active;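 active means activation above a set limit, based on mean plus 3 SD of controls, cut at about 140% in these data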; further: values of inactives mirror those of a sister screen read the other way
# Diaphorase act = activates diaphorase or chemically reduces, flagging diaphorase assay artifacts; activation factor at 20 µM; Diaphorase/resazurin coupled assay, resorufin fluorescence, 16 min; stronger effect = higher value; 1 = vehicle wells, 0 = NADH-free wells; 0.005% of 190,000 active; AID 1229;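 active means diaphorase activity raised at least twofold by the compound at 20 µM; inactive means activation factor below 2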
#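 Test system: Clostridium kluyveri diaphorase, purified enzyme; input: enzyme 0.07 U/mL final; buffer or medium: 50 mM HEPES pH 7.4 with 4.542 mM MgCl2, 0.005% Tween 20; also added: 0.114 mM NADH and 0.1 mM resazurin, final amounts; schedule: 16 min enzyme reaction, ambient temperature; technique: fluorescence of resorufin, 544 nm excitation, 590 nm emission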
# G6PDH CS = counter-screen for G6PDH assay hits: L. mesenteroides G6PDH inhibition. Purified L. mesenteroides G6PDH, diaphorase/resazurin coupled fluorescence, 45 min. inhibition, % at 5 µM. 0.12% of 200,000 active; in the data active means inhibition above about 50%
# Diaphorase inh = diaphorase inhibition or chemical oxidation counter-screen. inhibition, % at 20 µM. AID 1217. 0.69% of 190,000 active. diaphorase resazurin-to-resorufin fluorescence, NADH, 16 min; bacterial (C. kluyveri) enzyme, not human;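 active means primary screen inhibition at 20 µM above a set limit, cut at about 50% in these data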;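 further: plate controls were DMSO with full reaction for no effect and wells lacking NADH for full effect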
#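 Benchmarks: positive control wells lacking NADH, neutral wells with DMSO only. System: bacterial diaphorase enzyme (C. kluyveri). Input: 0.14 U/mL diaphorase, enzyme working solution. Detection: resorufin fluorescence, excitation 544 nm, emission 590 nm. Times: 16-min room-temperature incubation before reading.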
# FLuc act counter = firefly luciferase counter-screen for stimulation assays; AID 1027; ATPlite luciferase biochemical, luminescence, 10 min; 0 = ATP-free wells, 1 = DMSO control; activation factor at 10 µM; 200,000 tested, under 10 active;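 active means luciferase activation factor, scaled between plate controls, of at least 2 with compound at 10 µM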
#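 Assay system: Luciferase/luciferin detection reagent, cell-free biochemical luciferase assay / Also added: ATP substrate / Schedule: 10 min at ambient temperature / Measured by: luminescence measurement of luciferase light output / Benchmarks: low control with PBS replacing ATP, high control enzyme plus ATP without compound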
# FLuc inh counter = Photinus pyralis luciferase inhibition counter-screen. ATPLite firefly luciferase biochemical luminescence, 10 min. inhibition, % at 10 µM. 1.5% of 200,000 active. AID 1006;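 active means inhibition above about 50% when tested at 10 µM, limit read from the data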
# STAT1 act = activators of IFN-gamma induced STAT1 signaling. activation (% of control), % at 5.5 µM. 2.6% of 200,000 active. NIH 3T3 STAT1-luciferase reporter, luminescence; 100% = IFN-gamma alone, no compound;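 active means activation above the screen-wide mean activation plus 3 SD, cut at about 130% in these data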;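 further: raw ratio to IFN-gamma control signal so 100% means no change and 0% no light; values of inactives mirror those of a sister screen read the other way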
# APP transl inh = APP translation inhibition. AID 1285. inhibition, % at 2 µM. SH-SY5Y APP 5'UTR-luciferase reporter, luminescence. 0.82% of 190,000 active;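 active means inhibition above a set limit, derived from the sample mean plus 3 SD, cut at about 45% in these data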; further: values of inactives mirror those of a sister screen read the other way
# NF-kB neuron act = raises NF-kB expression in human neuronal cells. NF-kB reporter expression; stronger effect = higher value. fold change at 12.5 µM. 1.6% of 190,000 active; in the data active means fold change above about 3.3
# An asterisk follows results filed as active; x = no result given.
# The first 3 records, ahead of the listing:
SMILES,TLR4-MyD88 BLA,APP 5'UTR act,Diaphorase act,G6PDH CS,Diaphorase inh,FLuc act counter,FLuc inh counter,STAT1 act,APP transl inh,NF-kB neuron act
Oc1ccc(C(c2nnnn2C2CCCC2)N2CCc3ccccc3C2)cc1 (centres undefined),-5,5,0.8,2,20,1,-2,100,-5,1.3
Cc1cccc(N(CC(=O)Nc2ccc(CC#N)cc2)S(C)(=O)=O)c1,0,11,0.9,-11,7,1,-2,104,-11,1.6
CC(=O)N1CCN(C(=O)COc2ccc(N(C)S(=O)(=O)c3cccs3)cc2)CC1,16,-6,1,-1,-1,1.1,-8,91,6,1.1

# Main list, repeating the preview:
SMILES,TLR4-MyD88 BLA,APP 5'UTR act,Diaphorase act,G6PDH CS,Diaphorase inh,FLuc act counter,FLuc inh counter,STAT1 act,APP transl inh,NF-kB neuron act
Oc1ccc(C(c2nnnn2C2CCCC2)N2CCc3ccccc3C2)cc1 (centres undefined),-5,5,0.8,2,20,1,-2,100,-5,1.3
Cc1cccc(N(CC(=O)Nc2ccc(CC#N)cc2)S(C)(=O)=O)c1,0,11,0.9,-11,7,1,-2,104,-11,1.6
CC(=O)N1CCN(C(=O)COc2ccc(N(C)S(=O)(=O)c3cccs3)cc2)CC1,16,-6,1,-1,-1,1.1,-8,91,6,1.1
Cc1cc2cc(CNC(=O)Nc3ccccc3)ccc2n1C,-6,12,0.9,-6,10,1,-4,112,-12,0.91
COc1ccc(C)cc1S(=O)(=O)N(C)CC(=O)N1CCC(C)CC1,11,1,0.9,3,6,1,-3,89,-1,1.3
Cc1ccc(N2C(=O)CC(NNc3nc4ccccc4s3)C2=O)cc1 (centres undefined),-2,-6,0.9,3,8,1.1,-7,97,6,1.1
CCOC(=O)N1CCN(C(=O)C2CC(c3cc(OC)ccc3OC)=NO2)CC1 (centres undefined),7,1,1.1,8,-12,1,0,96,-1,0.9
COc1ccc(OCC(=O)NC(=S)NNC(=O)COc2ccc(Br)cc2Cl)cc1,-9,10,0.8,-5,20,0.9,14,99,-10,0.98
Cc1ccccc1CSc1nnc(-c2ccncc2)o1,7,-4,0.9,3,8,1,-2,104,4,1.3
CCc1ccc(C(CC(=O)c2ccc(Cl)cc2)C(=O)O)cc1 (centres undefined),-12,-2,0.9,5,9,1,-4,103,2,1.5
c1ccc(Cc2nnc3sc(Nc4ccccc4)nn23)cc1,-1,-16,0.8,-2,18,1.1,-8,90,16,0.96
COc1ccc(C(=O)NCCn2cc(SCC(=O)Nc3nnc(C)s3)c3ccccc32)cc1,10,3,x,x,x,x,x,109,-3,x
CC(=O)N1CCC2(CC1)CC(=O)c1cc(OCC(=O)N3CCCC3)ccc1O2,-2,3,0.9,3,13,1,-4,97,-3,1.1
CCn1cc(C(=O)N[C@H](C)c2ccccc2)c(=O)c2cc(F)c(N3CCN(C)CC3)cc21,-10,-17,0.9,0,12,1.2,-16,98,17,0.54
CCCCCN=C(C)c1c(O)c2ccccc2oc1=O,4,30,1,-1,-5,1,5,124,-30,1.9
Cc1cc(Cl)ccc1OCC(=O)OCC(=O)Nc1ccc(F)c([N+](=O)[O-])c1,6,-18,0.8,-5,15,1,1,112,18,1.1
CCn1cc(C(=O)OCc2ccccc2)c(=O)c2ccc(C)nc21,3,17,1,8,-4,1,-3,91,-17,1.2
CCOC(=O)Cn1c(-c2cccnc2Cl)nc2cc(C)c(C)cc21,-1,4,1,2,3,1,-5,97,-4,1.8
Clc1ccccc1CSc1snnc1-c1ccccc1,-5,9,0.9,3,10,1,0,111,-9,1.8
CCOc1ccccc1NC(=O)c1c(NC(=O)CNCc2ccco2)sc2c1CCC2,x,x,0.8,9,17,1,-3,x,x,x
COc1ccccc1N1CCN(C(CNC(=O)c2ccc3c(c2)OCO3)c2cccnc2)CC1 (centres undefined),-6,-1,0.9,0,6,1,-2,95,1,1.1
CCn1c(SCC(=O)Nc2ccc(N3CCOCC3)cc2)nnc1-c1ccc(OC)cc1,-4,x,1,7,1,0.9,13,93,x,1.2
CCS(=O)(=O)N1Cc2ccccc2CC1C(=O)N1CCN(c2cccc(C)c2C)CC1 (centres undefined),0,16,0.8,4,16,1,0,98,-16,0.91
CC(C)CN(C(=O)CSc1nn(-c2ccc(Cl)cc2)c(=S)s1)C1CCS(=O)(=O)C1 (centres undefined),-4,10,0.8,16,18,1,-3,92,-10,1.3
COc1cccc(CNC(=O)CCSCc2ccccc2F)c1,2,12,0.9,-1,8,1,-5,98,-12,1.1
# The listing continues:
SMILES,TLR4-MyD88 BLA,APP 5'UTR act,Diaphorase act,G6PDH CS,Diaphorase inh,FLuc act counter,FLuc inh counter,STAT1 act,APP transl inh,NF-kB neuron act
O=C(CCN1CCCCC1)N=Nc1c(O)[nH]c2ccccc12,8,2,0.9,0,12,1,-3,94,-2,1
CCc1cc2cc(C)ccc2nc1SCC(=O)Nc1cc(C)on1,-21,6,1.1,3,-5,1,-1,103,-6,3.3*
CCCC(=O)Nc1ccc(Cc2ccc(NC(=O)CCC)c(C(=O)O)c2)cc1C(=O)O,-11,1,0.8,5,15,1.1,-6,96,-1,1.1
COc1ccc(OC)c(NC(=O)COC(=O)c2cc3c(s2)CCC3)c1,-15,18,0.9,8,7,1,-3,98,-18,1.3
Cn1c(=O)c(=O)n(C)c2cc(S(=O)(=O)NCCOc3ccccc3)ccc21,1,0,0.9,6,13,1,-2,96,0,1.2
CC1(c2ccccc2)CC(C)(C)N2C(=O)/C(=C3\SC(=S)NC3=O)c3cccc1c32 (centres undefined),4,4,0.6,-9,43,0.9,6,90,-4,1
COC(=O)CNC(=O)c1cccc(Cl)c1,1,18,1,5,2,1.1,-5,104,-18,1.1
O=C(CSC1=NCCS1)NC1CCCC1,9,-10,1,4,3,1.1,-7,93,10,1.2
C=CCOc1ccc2c(CC)cc(=O)oc2c1C,7,0,1,-4,4,1,3,98,0,1.1
O=C(c1ccc([N+](=O)[O-])cc1)N(Cc1ccc(Cl)cc1Cl)N1C(=O)CCCC1=O,2,0,0.9,6,8,1,-5,93,0,0.99
CCC(CO)NCc1ccc(OCC(=O)Nc2cccc(C(F)(F)F)c2)c(OC)c1 (centres undefined),6,3,1,-4,1,1.1,-7,98,-3,0.94
CCOC(=O)c1nn(-c2ccccc2)c(=O)c2c(NC(C)=O)scc12,-13,-7,1,6,-3,1,-2,101,7,1.5
CCOC(=O)C(CC)/C(C)=N\NC(=O)c1ccccc1O (centres undefined),-15,-52,0.9,1,8,0.8,22,105,52*,1.2
C=CCNC(=O)c1cc(C(=O)C(C)c2ncc(C(F)(F)F)cc2Cl)c[nH]1 (centres undefined),10,4,1,6,-2,1,2,104,-4,0.99
Cc1[nH]n(-c2ccc(F)cc2)c(=O)c1/C=N/c1sc2c(c1C#N)CCCC2,-4,1,0.8,-1,23,0.9,6,97,-1,0.9
CCc1cccc(CC)c1-n1c(SCC(=O)c2c(N)n(C)c(=O)n(C)c2=O)nnc1-c1cccnc1,7,0,0.9,15,14,1.1,-7,102,0,0.98
O=C(NCC12CC3CC(CC(C3)C1)C2)c1nc2ncccn2n1,9,5,0.8,-1,16,1,-1,95,-5,1.2
CCCC(=O)Nc1nc(C)c(-c2csc(Nc3ccc(Cl)cc3)n2)s1,-2,-4,0.9,7,9,1.1,-7,90,4,0.85
CC1Cc2nc(SCC(=O)N3CCCC3)n(C)c(=O)c2S1 (centres undefined),5,-15,0.8,12,21,1,-4,96,15,0.89
CCOc1cc(/C=N\NC(=O)CN2CCOCC2)ccc1OCc1ccc(F)cc1,-6,0,0.9,10,6,1.1,-10,99,0,0.83
CCSC(=Nc1ccccc1)C1=C(O)COC1=O,6,4,0.8,2,21,1.1,-8,101,-4,1
COc1ccccc1NC(=O)N1CCN(C)CC1,-6,0,0.9,3,9,1.1,-7,102,0,0.89
COc1cccc(CNC(=O)CCC2CCCN(c3cc(C)nc(N)n3)C2)c1 (centres undefined),-1,1,1,7,0,1,-3,92,-1,0.88
COC(=O)C1=C(C(=O)OC)SC2(S1)C(C(=O)OC)=C(C(=O)OC)SC1=C2c2cc(C)cc(C)c2NC1(C)C,-1,x,0.8,16,17,1,-5,102,x,0.9
COc1ccc(COCC(O)CN2CC(C)OC(C)C2)cc1OC (centres undefined),5,4,0.9,2,11,1.1,-6,99,-4,1.5
c1cncc(Cc2cc3ccccc3[nH]2)c1,11,20,1,-2,4,1,-1,86,-20,1.3
O=C(O)CCc1ccc(-c2ccc(Cl)cc2)n1NC(=O)c1ccc(O)cc1,5,12,1,18,1,1,4,99,-12,1.1
O=c1[nH]c(CN2CCCCC2)nc2ccccc12,-7,7,1,2,-2,1,1,98,-7,1.1
CCCCCCSc1nc(O)c(C2OC(=O)c3c2ccc(OC)c3OC)c(=O)n1-c1ccccc1 (centres undefined),-1,2,0.9,3,12,1.1,-7,101,-2,1.1
Cc1ccc(CN2CCN(Cc3ccc(-n4cccn4)cc3C)CC2CCO)cc1 (centres undefined),-8,-2,0.9,7,7,1,-2,96,2,1

# Whole records, looked up by structure:
# Listed for O=C(c1ccc([N+](=O)[O-])cc1)N(Cc1ccc(Cl)cc1Cl)N1C(=O)CCCC1=O : TLR4-MyD88 BLA = 2; APP 5'UTR act = 0; Diaphorase act = 0.9; G6PDH CS = 6; Diaphorase inh = 8; FLuc act counter = 1; FLuc inh counter = -5; STAT1 act = 93; APP transl inh = 0; NF-kB neuron act = 0.99
# Listed for COC(=O)CNC(=O)c1cccc(Cl)c1 : TLR4-MyD88 BLA = 1; APP 5'UTR act = 18; Diaphorase act = 1; G6PDH CS = 5; Diaphorase inh = 2; FLuc act counter = 1.1; FLuc inh counter = -5; STAT1 act = 104; APP transl inh = -18; NF-kB neuron act = 1.1
